Assay outcomes: PubChem, several laboratories
Neddylation inh – blocks human cullin neddylation. hit rate 0.58% among 360,000. calls only at 25 µM. AID 651699. TR-FRET cullin neddylation, biochemical. P61081+Q13564; in the data active = inhibition above about 36%
Target sequence (P61081 whole entry, looked up): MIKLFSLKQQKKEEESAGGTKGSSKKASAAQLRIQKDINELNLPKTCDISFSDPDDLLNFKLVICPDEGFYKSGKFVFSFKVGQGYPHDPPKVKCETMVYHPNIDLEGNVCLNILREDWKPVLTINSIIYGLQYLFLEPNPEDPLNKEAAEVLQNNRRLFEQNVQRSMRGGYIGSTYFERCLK
Target sequence (Q13564 whole entry, looked up): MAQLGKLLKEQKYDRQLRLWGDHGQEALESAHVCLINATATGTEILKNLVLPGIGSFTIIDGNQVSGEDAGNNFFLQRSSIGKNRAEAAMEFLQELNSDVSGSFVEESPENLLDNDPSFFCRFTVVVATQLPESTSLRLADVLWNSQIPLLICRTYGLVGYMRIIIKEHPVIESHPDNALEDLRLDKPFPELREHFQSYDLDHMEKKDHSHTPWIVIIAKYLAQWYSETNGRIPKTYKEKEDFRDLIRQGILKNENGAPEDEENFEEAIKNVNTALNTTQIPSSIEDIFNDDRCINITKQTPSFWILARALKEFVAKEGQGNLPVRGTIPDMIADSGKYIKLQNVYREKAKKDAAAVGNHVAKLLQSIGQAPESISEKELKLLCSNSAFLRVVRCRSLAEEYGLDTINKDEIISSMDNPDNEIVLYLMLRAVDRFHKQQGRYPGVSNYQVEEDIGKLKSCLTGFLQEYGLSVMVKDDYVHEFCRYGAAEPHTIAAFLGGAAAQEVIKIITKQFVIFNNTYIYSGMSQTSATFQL
Rin1-Abl PPI inh – human Rin1-Abl interaction inhibition. P00519+Q13671. TR-FRET Rin1/Abl binding, biochemical. inhibition, % at 7.35 µM. hit rate 0.4% among 360,000. AID 588664; in the data active = inhibition above about 5%, passing the limit was not always enough
Rpn11 inh – inhibitors of human proteasome Rpn11; human 26S proteasome, Ub4-pepOG fluorescence polarization; 20S core pre-blocked with epoxomicin; calls only at 20 µM; hit rate 0.59% among 360,000;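 active = inhibition at 20 µM, scaled to each plate's controls, above about 33%, limit read from the data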
SKN-1 block – inhibitors of C. elegans SKN-1. hit rate 0.49% among 360,000. C. elegans VP596 Pgst-4::GFP/RFP ratio, acrylamide-induced, 24 h. inhibition, % at 21.8 µM. AID 624304;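 active = interference check ratio from 0.5 to 1.5 plus GFP to RFP signal ratio inhibition reaching or exceeding a fixed threshold, cut at about 30% in these data, passing the limit was not always enough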; also: some compounds called inactive have numbers as strong as hits
PABP1 MLLE inh – inhibitors of microRNA-mediated deadenylation, human PABP1 MLLE binding; P11940; GST-MLLE / FITC-PAM2 fluorescence polarization; inhibition, % at 20 µM; hit rate 0.36% among 360,000; AID 588489; in the data active = inhibition above about 35%, passing the limit was not always enough;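 also: plate controls were DMSO wells with GST-MLLE for no effect and wells lacking GST-MLLE protein for full effect; some results filed as inactive read as strong as hits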
CSN deneddyl inh – inhibitors of human CSN-mediated cullin deneddylation. Purified CSN, SCF-Nedd8-OG deneddylation, fluorescence polarization. inhibition, % at 12.5 µM. Q92905. hit rate 0.38% among 360,000;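 active = pattern-corrected inhibition above about 35%, with an unprinted fluorescence ratio check between 0.5 and 1.5, limit read from the data, passing the limit was not always enough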;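 also: 0% = enzyme with substrate and 100% = substrate without enzyme; some results filed as inactive read as strong as hits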
Target sequence (Q92905 whole entry, looked up, one chain of several): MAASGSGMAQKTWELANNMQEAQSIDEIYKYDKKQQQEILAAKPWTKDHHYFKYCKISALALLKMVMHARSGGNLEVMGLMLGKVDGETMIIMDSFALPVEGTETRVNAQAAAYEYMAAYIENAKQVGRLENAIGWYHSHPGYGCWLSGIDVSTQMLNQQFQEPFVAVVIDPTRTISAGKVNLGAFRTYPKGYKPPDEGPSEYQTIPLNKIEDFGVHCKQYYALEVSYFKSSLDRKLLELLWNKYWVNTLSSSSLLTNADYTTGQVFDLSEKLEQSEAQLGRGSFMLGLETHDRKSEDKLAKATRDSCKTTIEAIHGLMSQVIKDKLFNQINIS
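Assay system: purified human Csn5 enzyme expressed in HEK293T cells; measure: % inhibition; also added: SCFSkp2-Nedd8OG substrate at 10 nM final; technique: fluorescence polarization; times: reaction 90 min, room temperature; medium: Tris buffer pH 7.5, NaCl, DTT, Tween-20, trehalose, ovalbumin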
FAS-TE inh – FAS thioesterase (human) inhibition; recombinant FAS-TE, OMFH fluorogenic substrate, fluorescence endpoint; AID 602261; P49327; hit rate 0.67% among 360,000; inhibition, % at 15 µM;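 active = compounds whose normalised, plate-corrected inhibition of enzyme fluorescence in the single-dose primary screen is 50% or more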;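 also: 0% = DMSO with enzyme and 100% = substrate without enzyme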
NadD inh – NadD (S. aureus) enzyme inhibition | inhibition, % at 20 µM | purified NadD enzyme, colorimetric absorbance read-out | hit rate 0.78% among 360,000; in the data active = inhibition above about 26%; also: some compounds past the cut are filed as inactive
MT1-MMP act inh – inhibitors of human MT1-MMP activation | P50281 | HT1080 RFP-PRO-GFP cells, GFP/RFP ratio fluorescence, overnight; percent of plate control window, DMSO zero | GFP/RFP ratio change, % at 20 µM | hit rate 0.061% among 360,000 | AID 651647;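 active = GFP/RFP ratio change of at least 30% with cell ATP level not reduced by more than half and red fluorescence within 50% of control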; also: strong numbers were not always called active
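Assay system: RFP-PRO-GFP reporter HT1080 cells; read-out basis: GFP/RFP fluorescence ratio; benchmarks: DMSO wells and RFP-L50D-GFP cells; doses: 20 µM single dose, 1% DMSO; schedule: overnight cell settling, then overnight compound exposure, 37 °C, 5% CO2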
Numbers without * were called inactive; i = inactive; / = not tested or not shown. Random draw from the library; 3.9% or so of the library scored in one or more.

Structure,Neddylation inh,Rin1-Abl PPI inh,Rpn11 inh,SKN-1 block,PABP1 MLLE inh,CSN deneddyl inh,FAS-TE inh,NadD inh,MT1-MMP act inh
COc1cc(OC)c(C2C3=C(CCCC3=O)Nc3nc4ccccc4n32)cc1OC (stereo not given),i,-1,i,5,11,3,-5,-2,5
COc1cc(NC(=O)CN2CCN(C(=O)c3ccco3)CC2)c(C)cc1[N+](=O)[O-],i,0,i,0,3,-4,-3,-1,3
Cc1nn(C)c(C)c1CN(C)C(=O)C1(C)CC1(Br)Br (stereo not given),i,2,i,-4,8,0,-8,-4,4
CCOC(=O)c1c(CC(C)C)csc1NC(=O)COC(=O)c1cc(OC)c(OC)cc1[N+](=O)[O-],i,-3,i,6,-2,-3,26,-5,4
CC(C)(c1ccccc1)c1ccc(OCCN2CCCC2)cc1,i,-1,i,17,4,3,-6,-9,-2
CC1CCN(C(=O)CCc2nnc3ccc(NCCCN4CCCC4=O)nn23)CC1,i,2,i,26,0,-1,-5,-2,-1
CN(Cc1ccccc1)S(=O)(=O)c1ccc(OCC(=O)NCc2ccncc2)cc1,i,3,i,1,-11,2,0,-2,2
CN(C(=O)N1CCN(S(=O)(=O)c2ccccc2)CC1)c1ccccc1,i,3,i,-6,13,9,-5,-6,-3
O=C(c1cc2c(cc1Br)OCCCO2)N1CCCCC1,i,-2,i,-3,-5,-3,-10,0,6
CCOC(=O)c1cc(C)n(-n2cnnc2)c1C,i,-3,i,-6,1,-2,-5,-3,9
COc1ccccc1-c1oc2ccccc2c1C#CC1(O)CCCCC1,/,2,i,-4,-16,2,24,-10,0
O=C(CN1C(=O)NC2(CCCCCCC2)C1=O)Nc1c(Cl)cccc1Cl,i,-2,i,1,5,3,2,-2,9
Cc1nn(CC(=O)NCc2ccc(-n3cccn3)cc2)c(C)c1[N+](=O)[O-],i,3,i,-5,12,-6,5,0,3
Cc1nc2ccccc2n1Cc1ccccc1Br,i,-2,i,3,19,-3,-4,-2,0
CCCOc1ccc(C(=O)Nc2ccc(N3CCN(C(C)=O)CC3)cc2)cc1,i,-3,i,11,3,3,-8,1,4
COc1ccccc1N1CCN(S(=O)(=O)c2ccc3c(c2)CC(C)N3C(C)=O)CC1 (stereo not given),i,2,i,-2,-3,5,11,5,1
CC(C)(C)n1ncc2c(=O)n(Cc3cccc(Cn4cnc5c(cnn5C(C)(C)C)c4=O)c3F)cnc21,i,-1,i,11,-2,7,55*,0,-1
COc1cc([N+](=O)[O-])ccc1NC(=O)Cc1ccc(C)cc1,i,-2,i,2,5,0,30,-3,0
Cc1ccc2c(c1)N(CC(=O)N1CCCC1)C(=O)C(C)O2 (stereo not given),i,1,i,10,1,-1,-6,-3,-4
CCc1[nH]c(C)c(C(C)=O)c1C,i,2,i,16,4,2,-5,1,-4
COc1ccc(C2CC(=O)n3nc(C45CC6CC(CC(C6)C4)C5)nc3S2)cc1OC (stereo not given),i,-2,i,-9,20,-6,-2,4,4
CC(C)(CNS(=O)(=O)c1ccc2ccccc2c1)N1CCOCC1,i,0,i,-1,8,-1,-6,0,2
C[C@H](CO)N1C[C@H](C)[C@@H](CN(C)C(=O)C2CC2)OCc2cnnn2CCCC1=O,i,-4,i,4,18,0,-5,5,-2
COc1ccc(-n2c(-c3ccccc3)nc(=S)c3c2CCCC3)cc1,i,1,i,-8,19,-1,-9,4,3
COc1ccc(CN(C)C(=O)c2ccc(NS(=O)(=O)c3ccc(F)cc3)cc2)c(OC)c1,i,2,i,7,1,-1,3,-3,-2

One compound at a time (already shown). Order of screens: Neddylation inh, Rin1-Abl PPI inh, Rpn11 inh, SKN-1 block, PABP1 MLLE inh, CSN deneddyl inh, FAS-TE inh, NadD inh, MT1-MMP act inh
Cc1nc2ccccc2n1Cc1ccccc1Br is listed as i, -2, i, 3, 19, -3, -4, -2, 0
O=C(CN1C(=O)NC2(CCCCCCC2)C1=O)Nc1c(Cl)cccc1Cl is listed as i, -2, i, 1, 5, 3, 2, -2, 9

Further entries follow:
Structure,Neddylation inh,Rin1-Abl PPI inh,Rpn11 inh,SKN-1 block,PABP1 MLLE inh,CSN deneddyl inh,FAS-TE inh,NadD inh,MT1-MMP act inh
CCc1cccc(Nc2c([N+](=O)[O-])cc(C(=O)N3CC(=O)Nc4ccccc43)cc2[N+](=O)[O-])c1,i,-5,i,4,-3,-2,11,11,-1
Cc1onc(-c2ccccc2)c1C(=O)N/N=C/c1ccc(Br)cc1,i,0,i,12,-11,0,14,-1,-2
COc1ccc(Cl)cc1NC(=S)N(Cc1ccc(C(=O)O)cc1)Cc1ccc(OC)c(OC)c1,i,0,i,9,6,15,2,-9,-8
CC(=O)/C(N)=N/Nc1cccc(Cl)c1,i,-2,i,10,-18,-4,-4,7,-4
Fc1cccc2sc(Nc3nnc(-c4ccccc4)o3)nc12,/,-1,i,5,5,-1,2,6,7
Cc1cccc(C(=O)N/C(=C\c2ccco2)C(=O)N2CCCC2)c1,i,1,i,8,-4,-1,-7,0,-8
COCCOC(=O)c1c(C)oc2ccc(O)c(CN3CCC(C)CC3)c12,i,2,i,3,5,2,-11,3,0
COC(=O)CNC(=O)CSc1ccccn1,i,-1,i,-8,-1,-4,-11,-3,-2
O=S(=O)(c1cccc2nsnc12)N1CCOCC1,i,2,i,2,5,1,-2,1,8
COC(=O)c1ccc(COc2ccccc2/C=N/NC(=O)c2cccnc2)cc1,i,-2,i,-5,-6,4,2,-5,1
CCOC(=O)/C(C#N)=C/c1c(N2CCCCCC2)nc2ccccn2c1=O,i,-5,i,1,-12,3,8,-4,-5
COc1ccc(CC(=O)Nc2cc(S(=O)(=O)N3CCOCC3)ccc2N2CCOCC2)cc1,i,1,i,36*,3,3,-3,0,-7
Cc1nonc1OCCNc1ccc([N+](=O)[O-])cc1[N+](=O)[O-],i,-7,i,21,-1,3,25,-6,13
O=C(CC[C@H]1O[C@@H](n2ccc(=O)[nH]c2=O)[C@H](O)[C@@H]1O)N[C@@H](Cc1ccccc1)C(=O)NCC1CCCO1 (stereo not given in full),i,10,i,4,6,1,-7,2,0
Brc1ccc(-c2cnnc(N3CCCC3)n2)cc1,i,0,i,19,98,-5,-29,5,-23
COc1ccc(Cl)cc1C(=O)OCC(=O)N1CCCC(C)C1 (stereo not given),i,-1,i,0,1,5,6,-1,2
CSc1ccc(CCNC(=O)C2CCN(c3nnc(-n4cccc4)s3)CC2)cc1,i,2,i,4,-2,1,-1,6,5
O=C(NCC(=O)N(Cc1ccccc1)C(C(=O)NCC1CCCO1)c1ccccc1)c1ccco1 (stereo not given),i,3,i,7,4,-1,-6,2,-4
O=S(=O)(NCCSc1ccc(Cl)cc1)c1ccc2c(c1)OCCO2,i,-6,i,-15,-2,0,22,-7,0
CC(OC(=O)c1ccc(-n2cnnn2)cc1)C(=O)Nc1ccccc1[N+](=O)[O-] (stereo not given),i,-3,i,-2,3,-1,5,3,2
CC1CCN(C(=O)Cn2cc([N+](=O)[O-])ccc2=O)c2ccccc2S1 (stereo not given),i,-1,i,12,-8,2,38,3,2
Cc1ccc(C(=O)OCC(=O)Nc2ccc(C)c(S(=O)(=O)N3CCCCC3)c2)c(O)c1,i,3,i,10,-19,1,19,-13,6
CCCCN(C)CCNC(=O)c1cn(C)c(=O)c2c1c1ccccc1n2C,i,-2,i,27,-7,-4,-5,-2,3
COc1ccc(NC(=O)c2cc(-c3cc(Cl)ccc3OC)n[nH]2)c(OC)c1,i,6,i,12,-3,1,17,3,6
CN(C)c1ccc(S(=O)(=O)NCC(=O)NCC2CCCCC2)cc1[N+](=O)[O-],i,-1,i,21,-7,33,5,-1,1

Structure,Neddylation inh,Rin1-Abl PPI inh,Rpn11 inh,SKN-1 block,PABP1 MLLE inh,CSN deneddyl inh,FAS-TE inh,NadD inh,MT1-MMP act inh
Cc1cccn2c(CN(C)CCC3CCCCO3)c(C(=O)N3CCCCC3)nc12 (stereo not given),i,2,i,3,17,0,-6,1,-2
Cc1cc(C)cc(NC(=O)C(Sc2nnc(C)c(=O)[nH]2)c2ccccc2)c1 (stereo not given),i,0,i,-1,6,-5,-3,-2,1
CN1CCN(c2ccc(CNC(=O)C3(C)Cc4c(-c5ccc(C(N)=O)cc5)ccnc4O3)cc2)CC1 (stereo not given),i,6,i,9,-11,-1,-6,0,2
COc1ccc(-n2cc(-c3ccccc3)c3c(NCCCN4CCOCC4)ncnc32)cc1,i,-2,i,12,9,0,8,-8,-14
Cc1cc(C)c(C#N)c(SCC(=O)CC(=O)OC(C)C)n1,i,-3,i,0,5,-3,13,5,1
COC(=O)c1n[nH]n(-c2ccc(F)c(Cl)c2)c1=O,i,-1,i,0,12,6,-5,0,2
O=[N+]([O-])c1ccc([N+](=O)[O-])c(Nc2ccc(N3CCOCC3)cc2)c1,i,0,i,-10,6,-3,26,-1,0
CCCCCN(CCCCC)C(=O)C(CCC(=O)O)NC(=O)c1ccc(Cl)c(Cl)c1 (stereo not given),i,2,i,-9,10,3,72*,4,8
COc1ccc(CNc2cc(C)nc3ccc(OC)cc23)cc1,i,0,i,-4,0,6,-5,-8,3
CCc1ccc(N(CC)c2ncnc3nc[nH]c23)cc1,i,-2,i,1,-7,0,-3,5,-11
CCOc1ccc(/C=C/C(=O)NCc2ccccc2)cc1,i,-7,i,14,3,-4,-5,2,-3
COc1cc(C)ccc1S(=O)(=O)NC(=O)C1(C)CCN1C(=O)c1ccc(C(F)(F)F)nc1C (stereo not given),i,1,i,-9,-17,-5,-9,-5,-2
COc1ccc(C(=O)CSc2nnc(CNC(=O)c3ccccc3)o2)cc1,i,0,i,-2,-2,-2,-6,0,2
COc1ccc(CN(C)C[C@@H]2OCc3cnnn3CCCC(=O)N([C@H](C)CO)C[C@H]2C)cc1,i,-1,i,-5,1,2,-7,0,0
Cc1c(Cc2ccccc2)c(=O)oc2c(C)c(OC(C)C(=O)N[C@@H](Cc3ccccc3)C(=O)O)ccc12 (stereo not given in full),i,1,i,-11,0,4,21,2,3
CCOC(=O)[C@]12CCCC=C1N(CCc1ccc(OC)c(OC)c1)C(=O)[C@H](CC(=O)NCc1ccccc1)C2,i,/,/,-9,/,-4,/,/,4
C=CCNC(=O)C1CC(=O)N(c2ccc(OCC(=O)NCc3ccccc3)cc2)C1 (stereo not given),i,-3,i,-28,-5,-1,-10,-3,2
Cc1csc2nc3ccccc3c(=O)n12,/,0,i,-35,0,0,-7,1,3
CCOc1ccc(C(c2c(C)[nH][nH]c2=O)c2c(C)[nH][nH]c2=O)cc1OCC,i,0,i,3,-17,-7,-4,-1,-1
CC1(C)CC(=O)C(=Cc2cn(-c3ccccc3)nc2-c2ccc(Cl)cc2)C(=O)C1,i,-1,i,-5,22,-5,4,13,2
CCCCN(C(=O)c1ccc(-c2ccc([N+](=O)[O-])cc2)o1)c1c(N)n(CC(C)C)c(=O)[nH]c1=O,i,-1,i,6,-4,2,32,7,-5
O=C(CC1CCCCC1)Nc1c2c(nn1-c1ccc(F)cc1)CS(=O)(=O)C2,i,1,i,1,1,4,1,-5,-2
Cc1oc(-c2ccccc2F)nc1CS(=O)(=O)CC(=O)NC(C)CCc1ccccc1 (stereo not given),i,0,i,4,-5,0,7,-9,-2
